Peg3 promoter = Peg3 promoter-driven luciferase inhibitors, primary screen, cell-based, HeLa, luciferase luminescence | HeLa PEG-Prom luciferase reporter, overnight | inhibition, % at 20 µM | 1.7% of 360,000 active | AID 588405, 2011;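 active = inhibition of at least 50% at 20 µM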
iPSC survival up = enhancers of single-cell hiPSC survival, primary screen, ATPlite luminescence; 100% = ROCK inhibitor wells, 0% = DMSO; survival enhancement, % at 20 µM; 0.044% of 360,000 active; AID 602274, 2012; in the data active = survival enhancement above about 18%;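 note: cells exposed to compounds for 16 hours before the ATP read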
CaV13 FRET inh = Primary screen for inhibitors of IQ motif and Ca2+-dependent inactivation inhibitor domain binding in CACNA1D, Förster resonance energy transfer in living cells, …. HEK cells, CFP/YFP FRET ICDI-IQ, plate reader, 10 min; percent FRET-ratio fall versus neutral wells. inhibition, % at 12.3 µM. 0.098% of 340,000 active;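 active = mean replicate inhibition of at least 30% and at least 1% of replicates passing that level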;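 note: 0% = median of the neutral control wells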
Shn3 3UTR inh = reduction of Shn3 3'UTR firefly luciferase signal, primary screen, Schnurri-3 inhibitor project, cell-based, Clone20 osteoblasts, set 2 | Clone20 osteoblast Shn3 3'UTR firefly luciferase, 24 h | inhibition, % at 12.5 µM | 0.52% of 360,000 active;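 active = mean inhibition of at least 75% with every replicate also reaching 75%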;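 note: 0% = median of neutral control wells and 100% = pilot-screen positive control compound; some compounds past the cut are filed as inactive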
PDI turbidity = inhibitors of human PDI, primary screen, biochemical, turbidity, single point, plate reader. inhibition, % at 10 µM. PDI insulin aggregation turbidity, A650, 90 min. AID 588391, 2011. 0.052% of 350,000 active;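 active = mean inhibition across replicates of 30% or more, whatever share of single replicates reach that level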;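 note: absorbance from insulin aggregation driven by PDI reduction with DTT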
Target sequence (P07237 whole entry, looked up): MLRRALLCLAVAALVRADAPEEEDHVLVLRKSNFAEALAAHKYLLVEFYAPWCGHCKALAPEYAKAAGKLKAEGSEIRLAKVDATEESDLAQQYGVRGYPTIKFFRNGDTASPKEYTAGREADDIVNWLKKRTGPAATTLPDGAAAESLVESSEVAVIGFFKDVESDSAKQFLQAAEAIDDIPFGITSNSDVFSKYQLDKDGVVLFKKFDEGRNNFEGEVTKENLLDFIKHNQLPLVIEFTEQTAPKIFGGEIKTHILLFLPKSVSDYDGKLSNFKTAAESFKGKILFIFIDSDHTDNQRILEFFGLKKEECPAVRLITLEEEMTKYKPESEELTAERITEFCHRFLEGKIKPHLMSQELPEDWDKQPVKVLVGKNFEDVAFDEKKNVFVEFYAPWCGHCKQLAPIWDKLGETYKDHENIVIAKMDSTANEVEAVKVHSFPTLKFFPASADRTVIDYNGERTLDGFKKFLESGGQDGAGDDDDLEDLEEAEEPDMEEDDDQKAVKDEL
TRPM1 prom inh = inhibitors of MITF-dependent TRPM1 promoter reporter, primary screen, cell-based, SK-MEL-5, single point, luciferase; SK-MEL-5 TRPM1 promoter luciferase, 24 h; inhibition, % at 12.5 µM; 0.83% of 330,000 active; AID 488899, 2010;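 active = mean inhibition across replicates of 60% or more, whatever share of single replicates reaches that level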; note: values of inactives mirror those of a sister screen read the other way
NR2E3 ag-1 = inhibitors of NR2E3-RetCOR corepressor binding, primary screen, NR2E3 agonist project, biochemical, TR-FRET, GST-NR2E3, biotin-RetCOR. Photoreceptor-specific nuclear receptor (Homo sapiens), Q9Y5X4. AID 2300, 2010. 0.12% of 320,000 active. 1536-well. inhibition of corepressor binding, % at 4.78 µM;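 active = percent inhibition above the cutoff of mean plus 3 SD of all tested compounds, set per screening campaign, cut at about 20% in these data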;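 note: 0% = DMSO wells and 100% = biotin wells as full block of FRET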
Target sequence (Q9Y5X4 whole entry, looked up): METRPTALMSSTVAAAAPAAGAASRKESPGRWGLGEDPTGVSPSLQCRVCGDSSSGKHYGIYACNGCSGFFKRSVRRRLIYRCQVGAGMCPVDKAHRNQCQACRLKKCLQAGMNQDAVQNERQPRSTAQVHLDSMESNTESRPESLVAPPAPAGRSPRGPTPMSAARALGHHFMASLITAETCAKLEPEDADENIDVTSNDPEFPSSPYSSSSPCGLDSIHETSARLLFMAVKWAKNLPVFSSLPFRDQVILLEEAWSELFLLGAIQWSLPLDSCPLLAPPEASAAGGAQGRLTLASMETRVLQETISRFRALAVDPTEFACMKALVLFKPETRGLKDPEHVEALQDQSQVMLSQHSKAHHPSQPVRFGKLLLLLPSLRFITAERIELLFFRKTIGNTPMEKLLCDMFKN
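System: GST-tagged NR2E3 plus biotinylated RetCOR corepressor; Amount: 1.35 nM GST-tagged NR2E3 final; Dosing: single nominal compound dose of 4.8 µM; Schedule: 5 h incubation at 4 °C; Technique: TR-FRET with europium anti-GST and streptavidin-D2, 340 nm excitation; Controls: biotin wells as high control, 0.6% DMSO wells as low control.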
H9c2 protect = cardioprotection against H2O2-induced cell death, primary screen, uHTS, H9c2 cells, ATPLite luminescence; H9c2 cardiomyocytes, H2O2 injury protection, 2 h; protection from H2O2 cell death, % at 20 µM; 0.63% of 360,000 active;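 active = compounds giving at least 50% protection of heart cells from peroxide-induced death in the single-dose screen, raw or plate-pattern-corrected value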;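 note: 0% = DMSO wells with peroxide and 100% = DMSO wells without peroxide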
HTR2A ag = mouse Htr2a agonists via beta-arrestin recruitment, primary screen, cell-based, luminescence; 5-hydroxytryptamine receptor 2A (Mus musculus), P35363; CHO-K1 mHTR2A beta-arrestin complementation; percent of 30 µM serotonin response; activation, % at 7.6 µM; 0.66% of 360,000 active; AID 624169, 2012;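 active = activation above a run cutoff, the mean activation of all tested compounds plus 3 SD, cut at about 14% in these data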;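 note: 0% = plate median of compound wells and 100% = 30 µM serotonin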
NR2E3 ag-2 = NR2E3 agonists in two-hybrid cells, primary screen, cell-based, luminescence, CHO-S, Gal4-NCOR/VP16-NR2E3 | luciferase | inhibition of corepressor binding, % at 3.98 µM | 0.35% of 360,000 active | AID 602229, 2012;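 active = inhibition above the mean of all tested compounds plus 3 SD, cut at about 70% in these data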;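 note: 0% = DMSO with NR2E3 transfected cells and 100% = cells lacking NR2E3 construct; higher means lower luciferase signal from less NR2E3 corepressor binding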
HIF-2a inh = HIF-2a reporter inhibitors, primary screen, luminescence, 786-0 RCC cells | 786-0 RCC cells HIF-2a reporter, luciferase luminescence, overnight | inhibition, % at 18.8 µM | 0.72% of 360,000 active | AID 624352, 2012;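 active = inhibition of the luminescence signal of 40% or more relative to plate controls, in a single-dose primary screen at 18.75 µM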
The depositor's hits bear a star; . = no result given.

# | canonical_smiles | Peg3 promoter | iPSC survival up | CaV13 FRET inh | Shn3 3UTR inh | PDI turbidity | TRPM1 prom inh | NR2E3 ag-1 | H9c2 protect | HTR2A ag | NR2E3 ag-2 | HIF-2a inh
1 | COc1ccc(CCNCC(=O)Nc2ccc(OC(F)(F)F)cc2)cc1OC | 13 | 1.6 | 9 | -11 | -2 | 0 | -1 | -8 | -4 | 17 | 15
2 | CCOc1ccc(C2=NNC(c3cccs3)=Nc3ccc(OC)cc32)cc1OCC | 17 | -0.7 | -5 | -7 | -5 | -1 | -4 | 16 | 0 | -58 | 1
3 | CCC(C)N(C(=O)CSc1nnc2ccccn12)C1CCS(=O)(=O)C1 (stereo not given) | 4 | -0.4 | -6 | -1 | 1 | 7 | . | 1 | -11 | -33 | 16
4 | N#CCSc1nnc(-c2sc3ccccc3c2Cl)o1 | -6 | -1.0 | -7 | -17 | -8 | 8 | -2 | -13 | 2 | -9 | -33
5 | Cc1cc(N2CCOCC2)n2nc(-c3cccc(F)c3)cc2n1 | 11 | -3.4 | -4 | 17 | 4 | 14 | -4 | 8 | -1 | 10 | -5
6 | COc1ccc(/C=C/c2cc[n+](C(=O)Cc3ccccc3)cc2)cc1 | 15 | -0.6 | -4 | 10 | 10 | 21 | -1 | -8 | -6 | 0 | 30
7 | C/C(=N\NC(=S)NCc1ccccc1)c1ccc2c(c1)OCCO2 | -55 | -2.8 | -4 | -4 | -1 | 1 | 1 | -6 | -7 | 17 | -101
8 | CC1(C)CC(=O)C=C(Nc2ccc(Br)cn2)C1 | 1 | 1.2 | -9 | -19 | 2 | 10 | -4 | 4 | 5 | 8 | -7
9 | Nc1ccc(S(=O)(=O)NC2=NCCCCC2)cc1N | -6 | -0.2 | 5 | -1 | -4 | -9 | -4 | 0 | 2 | 20 | 18
10 | Cc1ccccc1N1CC(C(=O)Nc2ccc(S(=O)(=O)N3CCCCC3)cc2)CC1=O (stereo not given) | 10 | 0.5 | -3 | 29 | 8 | 7 | 3 | -11 | 6 | -15 | 1
11 | Cc1c(/C=N/N=C2\CCC3C4CCc5cc(O)ccc5C4CCC23C)cnn1C (stereo not given) | 20 | -0.4 | 1 | 2 | 3 | 13 | 0 | -6 | 2 | 6 | 12
12 | COc1ccc(O)c(C(=O)c2cc(C#N)c(=O)n(CCN3CCOCC3)c2)c1 | -20 | 1.4 | -4 | -4 | 7 | -20 | 3 | -3 | 2 | -18 | -43
13 | COc1ccc(C2(CNC(C)=O)CCCC2)cc1OC | 9 | 1.5 | -5 | 10 | 0 | 15 | 3 | 3 | 5 | 11 | 15
14 | COc1ccc(-c2nnc(SCC(=O)c3cccs3)n2-c2ccc(Cl)cc2)cc1 | 22 | 0.5 | -4 | 5 | -11 | 2 | 0 | -2 | 2 | -8 | 1
15 | CCc1nnc(NC(=O)c2ccc3nc(CC)c(CC)nc3c2)s1 | -75 | -0.7 | 0 | -20 | -1 | -14 | 5 | -6 | 1 | -23 | -57
16 | O=C(COC(=O)/C=C/c1ccc(Cl)cc1Cl)NCC1CCCO1 (stereo not given) | 9 | 0.2 | -2 | 6 | 17 | 14 | . | -10 | 1 | -15 | -5
17 | CCC1(CC)NC(=O)N(CC(=O)N2CCc3ccccc32)C1=O | -4 | 0.2 | -5 | -3 | -5 | 15 | . | -4 | -3 | 10 | 7
18 | O=C(Cn1nc(Cc2cccnc2)c2ccccc2c1=O)NCc1ccc2c(c1)OCO2 | 6 | -2.3 | -1 | 9 | . | 9 | 4 | 6 | 3 | -16 | 9
19 | COC(=O)c1c(C)[nH]c(C(=O)/C=C/c2cccc(Cl)c2)c1C | -202 | -2.1 | -9 | -54 | -3 | -53 | -2 | -3 | 0 | -18 | -220
20 | CC(C)C[C@H]1CN=C(Nc2ccccc2)N1CC1CCC1 | 6 | -0.1 | -9 | 14 | -4 | -2 | -2 | 0 | -8 | -5 | 8
21 | O=[N+]([O-])c1cc([N+](=O)[O-])c(N2CCCCCC2)cc1NCCO | 24 | 2.2 | -11 | 0 | 12 | -10 | 3 | -4 | -2 | 2 | -14
22 | Cc1ccc(Cn2c(O)c(N=NC(=S)Nc3ccccc3F)c3ccccc32)cc1 | 26 | -0.7 | 3 | 34 | 0 | 12 | 0 | 20 | -5 | -30 | 16
23 | O=C(CN1CCN(c2ccccc2)CC1)Nc1ccccc1C(F)(F)F | 11 | 8.6 | -2 | -5 | -2 | 6 | 2 | -7 | 0 | -21 | 17
24 | COc1cccc(C(N)c2nc(-c3cc(F)cc(F)c3)cs2)c1 (stereo not given) | -21 | 5.5 | -6 | 5 | -34 | . | . | -2 | -4 | -6 | -13
25 | Cc1cc(C)nc(N(C#N)CN2C(=O)c3ccccc3S2(=O)=O)n1 | 4 | 1.7 | 0 | -3 | 9 | 17 | 1 | 28 | 5 | -14 | 4

# | canonical_smiles | Peg3 promoter | iPSC survival up | CaV13 FRET inh | Shn3 3UTR inh | PDI turbidity | TRPM1 prom inh | NR2E3 ag-1 | H9c2 protect | HTR2A ag | NR2E3 ag-2 | HIF-2a inh
26 | O=C(Cc1ccc(-c2ccccc2)cc1)Nc1ccccc1 | -51 | 1.8 | -3 | -10 | 7 | -29 | 4 | -10 | -7 | 5 | -77
27 | C/C(=N\NC(=O)c1cccs1)c1ccncc1 | -38 | -0.2 | -5 | -16 | 1 | -15 | -2 | 29 | -3 | -114 | -64
28 | COc1ccccc1-c1cnc(C(O)c2ccc(F)cc2C)[nH]1 (stereo not given) | 11 | -0.9 | -9 | 2 | 7 | . | . | 1 | -6 | 12 | 4
29 | C[C@H]1Cn2cnc(C(=O)NCc3ccc(CNC(=O)OC(C)(C)C)cc3)c2C(=O)N1 | 18 | -1.8 | -3 | 23 | -3 | . | . | 28 | -5 | -22 | 3
30 | N#CCC(=O)Nc1ccc(C(=O)OCC(=O)c2ccc3c(c2)NC(=O)CO3)cc1 | -25 | -0.3 | -6 | -36 | 1 | 4 | -45 | 2 | 25* | -14 | 2
31 | CC1CCN(C(=O)Cn2nnnc2CN2CCOCC2)CC1 | -6 | -0.5 | -15 | -4 | -5 | 4 | 1 | 1 | 3 | -22 | -3
32 | O=C(CCN1C(=O)S/C(=C/c2ccccc2)C1=O)Nc1ccc(O)c(C(=O)O)c1 | 6 | 0.5 | -6 | -44 | 14 | 7 | 1 | -3 | -3 | -27 | -12
33 | Cc1csc(Nc2ccc(Cl)cc2)n1 | -279 | -0.1 | -4 | -60 | 2 | -69 | -1 | -9 | -4 | -70 | -324
34 | Cc1ccc(S(=O)(=O)NN2C(=O)c3ccccc3NC2C)cc1 (stereo not given) | 2 | -2.0 | -4 | 9 | -6 | -1 | -2 | 10 | 2 | -6 | 5
35 | O=C(Nc1ccc2ccccc2n1)c1ccccc1 | -268 | 0.0 | -4 | -36 | 9 | -27 | -1 | -11 | -3 | -142 | -241
36 | CN1CCN(CC(=O)c2cc(C(C)(C)C)c(O)c(C(C)(C)C)c2)CC1 | 9 | -0.4 | -4 | -4 | 8 | -11 | 2 | -2 | -3 | -1 | 5
37 | O=C(Nc1ccccn1)c1c(O)c2cccc3c2n(c1=O)CCC3 | -138 | 0.3 | -5 | 2 | -2 | -7 | 1 | -10 | 0 | -19 | -37
38 | Cc1ccc(Cn2ccsc2=NC(=O)CCl)cc1 | 28 | -0.6 | . | 5 | 1 | 42 | 0 | -13 | -4 | 13 | 18
39 | Cc1cccc(-c2nc3ccccc3c(=O)n2N)c1 | -3 | 0.2 | -3 | -4 | -1 | 3 | -3 | 5 | -1 | -33 | -2
40 | O=C(NCC1CCN(c2ccc(S(=O)(=O)N3CCOCC3)cc2)CC1)Nc1ccccc1 | 2 | 0.1 | -4 | 5 | -3 | -1 | 2 | -8 | -6 | -9 | 4
41 | Cc1ncoc1C(=O)Nc1cccc(Cl)c1 | -129 | -0.9 | -8 | -41 | 0 | -28 | -1 | -3 | 1 | -61 | -184
42 | CCN(CC)c1nc(N2CCOCC2)nc2ccccc12 | 5 | 0.0 | -2 | 16 | 3 | 4 | -3 | -6 | -1 | -2 | 19
43 | CCOC(=O)N1CCC(N2CCN(C3CCCC3)C(CCO)C2)CC1 (stereo not given) | -3 | 4.3 | -4 | -6 | 2 | 0 | 2 | -2 | 5 | -11 | 11
44 | COc1ccccc1CNC(=O)[C@H](Cc1c[nH]c2ccccc12)NC(=O)[C@@H]1Cc2ccccc2CN1 | -5 | -1.9 | . | 9 | . | 4 | 2 | -7 | -4 | -6 | 8
45 | CCN1C(=O)c2cccc3c(S(=O)(=O)Nc4ccccc4)ccc1c23 | -39 | -1.7 | . | -14 | 6 | 8 | -5 | -2 | 5 | 17 | -46
46 | CC12CC(=O)C3C(CCC4=CC(=O)CCC43C)C1CC=C2CC(=O)O (stereo not given) | 8 | -0.4 | -5 | -5 | 5 | -8 | . | 0 | 3 | -34 | -4
47 | Cc1c(C(=O)C(=O)NCCc2ccc(S(N)(=O)=O)cc2)c2ccccc2n1C | 4 | -0.2 | -5 | -4 | -5 | 6 | 1 | 5 | -5 | 8 | 11
48 | O=C(Nc1cccc(F)c1)[C@@H]1CCCN1 | 7 | -0.4 | -20 | 2 | -1 | 4 | 3 | -3 | 6 | -6 | 23
49 | Cc1cc(C(=O)Cn2nnc(-c3ccc(Cl)cc3)n2)c(C)n1-c1ccccc1 | 14 | 0.3 | -19 | 18 | -17 | 11 | -5 | -10 | 13 | 29 | 1
50 | O=C(COC(=O)C1=NN(c2ccccc2)C(=O)CC1)Nc1ccc([N+](=O)[O-])cc1C(F)(F)F | 14 | -0.3 | -6 | 12 | 9 | 10 | -1 | -2 | 14 | 6 | 23

# | canonical_smiles | Peg3 promoter | iPSC survival up | CaV13 FRET inh | Shn3 3UTR inh | PDI turbidity | TRPM1 prom inh | NR2E3 ag-1 | H9c2 protect | HTR2A ag | NR2E3 ag-2 | HIF-2a inh
51 | CCOc1cc(C(=O)N2CCCN(C)CC2)cc(OCC)c1OCC | 2 | 0.0 | -10 | 0 | -2 | 1 | -2 | -1 | 2 | 7 | 24
52 | Cc1c(NC(=O)C(C)OC(=O)CCC2CCCC2)c(=O)n(-c2ccccc2)n1C (stereo not given) | 10 | -0.7 | 2 | -30 | -2 | 8 | -4 | 2 | 2 | 10 | 16
53 | Cc1ccc(F)c(C2=CC(=O)C[C@H](c3ccc(F)cc3)C2)c1 | 8 | 3.5 | -10 | -29 | 2 | -3 | 4 | -4 | 3 | -17 | 10
54 | CO/N=C/NC(=O)C1=NOC(CNc2ncc(C(F)(F)F)cc2Cl)C1 (stereo not given) | -8 | -2.4 | . | 7 | -14 | 5 | 1 | -3 | -6 | -2 | -2
